Chronic BCR inh = qHTS Assay to Find Inhibitors of Chronic Active B-Cell Receptor Signaling | AID 493014, 2011 | Potency, µM (titrated, usually from 46.1 µM), for the others: at the highest dose ratio change, negative = lower green/red ratio, actives largely listed as inhibitors | ABC-DLBCL IkBa-CBG/CBR reporter, luminescence ratio, 4 h | 0.05% of 340,000 active; active means well fitted inhibition curve with a large enough effect in the signal ratio, with a control signal flat, not every such curve was filed as active; inconclusive means small, poorly fitted or top-dose-only effect, or effect the other way, or a change in a side signal; the % refers to the signal ratio;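 further: potency means the concentration at half of the fitted maximal effect; plate controls were basal doxycycline-induced cells for no effect and cells given 10 µM MG132 for full effect; MG132 reads +100%, hits lower the ratio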
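TMD8 ABC-DLBCL cells carrying doxycycline-inducible green luciferase fused to IkappaBalpha plus unfused red luciferase were exposed to compounds (up to 46 uM) for 4 hrs at 37C. Activity came from the overlap-corrected green/red luminescence ratio.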
PKM2 act = qHTS Assay for Activators of Human Muscle isoform 2 Pyruvate Kinase; purified PKM2, Kinase-Glo ATP luminescence, activation; response scale: 0% is enzyme alone, no compound; 0.34% of 260,000 active; Potency, µM (top dose mostly 57.5 µM), for inactives: top-dose activation, most hits filed as activators; AID 1631, 2009; Pyruvate kinase PKM (Homo sapiens), P14618; further: potency means the concentration at half of the fitted maximal effect; nearly all actives have a fitted effect of over 55% in size
Target sequence (P14618 whole entry, looked up, canonical isoform): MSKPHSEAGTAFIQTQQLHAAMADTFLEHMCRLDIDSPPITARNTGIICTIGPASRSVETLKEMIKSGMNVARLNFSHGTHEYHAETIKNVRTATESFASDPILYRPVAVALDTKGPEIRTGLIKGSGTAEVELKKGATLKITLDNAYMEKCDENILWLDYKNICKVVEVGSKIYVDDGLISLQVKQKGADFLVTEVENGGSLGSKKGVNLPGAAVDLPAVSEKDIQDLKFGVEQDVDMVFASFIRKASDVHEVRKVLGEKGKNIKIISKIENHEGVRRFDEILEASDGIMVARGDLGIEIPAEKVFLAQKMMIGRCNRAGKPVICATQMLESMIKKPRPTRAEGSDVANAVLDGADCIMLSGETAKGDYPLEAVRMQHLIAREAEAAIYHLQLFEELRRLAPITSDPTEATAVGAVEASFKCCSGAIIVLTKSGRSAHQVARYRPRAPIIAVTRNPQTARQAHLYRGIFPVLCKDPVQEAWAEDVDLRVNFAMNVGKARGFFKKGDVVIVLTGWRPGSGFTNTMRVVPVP
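Purified hPK-M2 (>95% pure) converted ADP (0.1 mM final) to ATP with 0.5 mM PEP in 50 mM imidazole pH7.2, KCl, MgCl2, Tween 20, BSA; 1 h at room temperature. ATP detected by Kinase-Glo luminescence.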
Eya2 phos inh = qHTS Assay for Inhibitors of the Phosphatase Activity of Eya2 | Protein phosphatase EYA2 (Homo sapiens), O00167 | AID 488837, 2010 | Potency, µM (titrated, usually from 76.9 µM), for the others: top-dose activity, negative = inhibition, actives largely listed as inhibitors | recombinant Eya2, OMFP fluorescence dephosphorylation (OMFP is methylfluorescein phosphate) | 0.006% of 330,000 active; further: potency means the concentration at half of the fitted maximal effect
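Eya2 (0.2 uM) preincubated 10 min at ambient with compound, then OMFP substrate added at 50 uM; 10 min reaction in 50 mM HEPES pH 7.5, 50 mM NaCl, 5 uM MgCl2, 0.05% BSA, 1 mM DTT. Fluorescence read at Ex 485/Em 525 nm.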
Giardia kill = Small Molecules that selectively kill Giardia lamblia: qHTS. Giardia lamblia trophozoite viability. activity change, % at 7.66 µM, hits read low. 0.15% of 340,000 active; in the data active means activity change below about -80%; inconclusive means between about -30% and that limit;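 further: parasites exposed to compound for two days anaerobically before the ATP read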
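Trophozoite viability was measured as ATP-dependent luminescence, read 15-30 min after reagent addition. Before that, parasites at 100 cells/well were exposed to compounds for 48 h, anaerobically, at 37 deg C.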
Coupling enz = qHTS Assay for Inhibitors of Fructose-1,6-bisphosphate Aldolase from Giardia Lamblia: Coupling assay counterscreen | coupling enzyme system counterscreen, AmpLite Red fluorescence | activity change, negative = inhibition, % at 58.2 µM, hits read low | 0.67% of 290,000 active; in the data active means activity change below about -30%
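Final compound at 57.5 uM, incubated 10 min at RT with coupling enzyme reagent (glyceraldehyde-3-phosphate), then 20 min with substrate and AmpLite Red detection. Fluorescence read at 525/598 nm; tests interference with the coupling assay, not aldolase inhibition.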
USP2a block = qHTS Assay for Inhibitors of Ubiquitin-specific Protease USP2a Using CHOP2 as the Reporter | Ubiquitin carboxyl-terminal hydrolase 2 (Homo sapiens), O75604 | USP2 core, Ub-CHOP2 coupled fluorogenic reporter, 485/531 | AID 463254, 2010 | Potency, µM (doses to about 38.3 µM), without a hit: at the highest dose activity change, negative = inhibition, most hits filed as inhibitors | 0.01% of 330,000 active;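 further: potency means the concentration at half of the fitted maximal effect; plate controls were DMSO wells for no effect and full inhibition by NEM control for full effect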
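Deubiquitinase activity read as fluorescence (485/531 nm) after Ub-CHOP2 cleavage activates the enterokinase reporter on its substrate; USP2 core 10nM, Ub-CHOP2 and substrate 25nM each, 30min compound preincubation then 60min RT; data normalized to NEM, curves fitted.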
uPA surface inh = qHTS for Inhibitors of Cell Surface uPA Generation. cell surface uPA generation assay, qHTS. Potency, µM (highest dose often 38.3 µM), inactives show top-dose activity change, negative = inhibition, hits mostly inhibitors. 0.31% of 330,000 active; active means well fitted inhibition curve with a large enough effect; inconclusive means small, poorly fitted or top-dose-only effect; inactive means no such curve, though single readings can be large or run the other way; tested in mouse RAW 264.7 cells; further: potency means the concentration at half of the fitted maximal effect; nearly all actives have a fitted effect of over 55% in size
KCNH2 3.1 block = qHTS for Inhibitors of KCHN2 3.1: Mutant qHTS; Potassium voltage-gated channel subfamily H member 2, brain isoform KCNH2 3.1 (human); U2OS KCNH2 3.1, thallium flux FluxOr; hits give low values; AID 720553, 2013; 0.95% of 340,000 active; activity change, % (tested at about 1.8 µM);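 active means maximum activity change below -70%; inconclusive means maximum activity change from -70% to -50%; inactive means maximum activity change above -50%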;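 further: thallium influx rate constant from kinetic fluorescence after stimulation buffer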
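Channel expression came from 3.1 mutant virus (1.77 x 10^8 /mL) applied to suspended U2OS cells for 4 h. Flux was tracked with FluxOr dye plus Red40 quencher, and kinetic rate constants normalized to controls.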
hERG WT inh = qHTS for Inhibitors of KCHN2 3.1: Wildtype qHTS; activity change, % at 1.84 µM; U2OS, BacMam KCNH2, thallium flux FluxOr; hits give low values; 0.37% of 340,000 active; Voltage-gated inwardly rectifying potassium channel KCNH2 (Homo sapiens), Q12809;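 active means maximum activity change below -70%; inconclusive means maximum activity change between -70% and -50%; inactive means maximum activity change above -50%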
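U2OS cells were transduced with wild-type KCNH2 virus (2.03 x 10^8 / mL) for 4 h at room temperature, then cultured overnight at 37 C. Thallium flux was read with FluxOr dye. Rate constants were normalized to DMSO controls.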
GALK inh = qHTS Assay for Inhibitors of Human Galactokinase (GALK) | Purified GALK, Kinase-Glo residual ATP luminescence | Potency, µM (series often up to 57.5 µM), for inactives: at the top dose activity change, negative = inhibition, most hits filed as inhibitors | 0.007% of 270,000 active | AID 1868, 2009; further: potency means the concentration at half of the fitted maximal effect
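Luminescence from leftover ATP (Ultra-Glo luciferase/luciferin) served as read-out after a 1 h room-temperature reaction of 5 nM GALK with 35 uM ATP and 100 uM galactose.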
B2AR arrestin = qHTS assay of beta-arrestin-biased ligands of beta2-adrenergic receptor | Potency, µM (titrated, usually from 46.1 µM), for inactives: at the top dose activation, usual class: activators | 0.02% of 330,000 active | beta-arrestin recruitment to beta2AR, cell-based reporter;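 further: potency means the concentration at half of the fitted maximal effect; 0% = DMSO controls and full agonism = EC100 isoproterenol or metaproterenol; nearly all actives have a fitted effect of over 65% in size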
Target sequence (P07550 whole entry, looked up): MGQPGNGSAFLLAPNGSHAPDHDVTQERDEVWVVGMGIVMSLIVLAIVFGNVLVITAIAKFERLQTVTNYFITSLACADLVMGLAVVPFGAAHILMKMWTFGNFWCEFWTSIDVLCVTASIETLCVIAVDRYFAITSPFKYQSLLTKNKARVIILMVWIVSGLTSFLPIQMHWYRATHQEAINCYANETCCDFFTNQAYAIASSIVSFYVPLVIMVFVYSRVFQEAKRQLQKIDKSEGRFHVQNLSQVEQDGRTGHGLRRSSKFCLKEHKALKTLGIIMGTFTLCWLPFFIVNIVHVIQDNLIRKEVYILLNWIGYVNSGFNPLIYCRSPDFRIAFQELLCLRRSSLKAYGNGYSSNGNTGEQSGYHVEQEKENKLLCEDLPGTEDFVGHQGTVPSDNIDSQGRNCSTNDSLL
* = called active by the depositor; ? = inconclusive; . = not tested or not shown; [ ] = dose if it differs, or a comment. Unless noted, the call rests on the fitted dose curve; in most records, active means well fitted curve in the direction sought with a large enough effect; inconclusive means small, poorly fitted or top-dose-only effect, or another doubt; inactive means no such curve, though single readings can be large; an effect the other way counts as inactive or inconclusive. Unless noted, on the % scale 0 is the no-effect control and ±100 the full control effect.

| No. | Compound | uPA surface inh | Giardia kill | GALK inh | USP2a block | KCNH2 3.1 block | hERG WT inh |
| --- | --- | --- | --- | --- | --- | --- | --- |
| 1 | COc1ccc(C(=O)c2cnc[nH]2)cc1 | 1% | -15 | 2% | 2% | -43 | -2 |
| 2 | Cc1ccc(S(=O)(=O)Oc2ccc(/C=C(/NC(=O)c3ccccc3)C(=O)Nc3ccccc3)cc2)cc1 | 2% | -5 | 0% | 1% | -13 | 0 |
| 3 | O=C(O)c1ccc(NS(=O)(=O)c2cc(Cl)sc2Cl)cc1 | 3% | -3 | 0% | 0% | -4 | -15 |
| 4 | Cc1nnc(NC(=O)CCn2c(=O)oc3ccccc32)s1 | 0% | 16 | -1% | 4% | -2 | -2 |
| 5 | CCCOc1ccc(C2C(C(=O)c3cc4ccccc4o3)=C(O)C(=O)N2c2cc(C)on2)cc1 (configuration not stated) | 9% | 14 | -2% | 0% | 1 | 28 |
| 6 | CCCC(=O)Nc1ccc2oc(=O)ccc2c1 | 1% | 0 | 0% | 1% | 6 | -2 |
| 7 | Cc1cccc(CN2C(=O)N/C(=C/c3cc(C)n(-c4cc(C)ccn4)c3C)C2=O)c1 | 7% | -8 | -3% | 2% | 3 | 1 |
| 8 | COc1ccc(C(=O)CSc2nnc(CNC(=O)c3ccccc3F)n2C)cc1OC | -1% | -13 | -1% | 4% | 6 | 0 |
| 9 | Cc1[nH]c2ccccc2c1C(=O)CSc1nncn1C | 4% | -11 | 1% | 2% | 0 | 7 |
| 10 | CCOC(=O)C1CCN(C(=O)CCc2c(C)nc3cc(-c4ccc(OC)cc4OC)nn3c2C)CC1 | 6% | -1 | 0% | 10% | . | -26 |
| 11 | CC(=O)N1CCOCCOCCN(C(C)=O)CCOCC1 | 2% | 25 | -3% | 3% | -4 | -1 |
| 12 | COc1ccc(CCNC(=O)C2CCN(S(=O)(=O)N3CCOCC3)CC2)cc1OC | . | 3 | -1% | -2% | 14 | -2 |

| No. | Chronic BCR inh | Coupling enz | PKM2 act | B2AR arrestin | Eya2 phos inh |
| --- | --- | --- | --- | --- | --- |
| 1 | 5% | 5 | -4% | 0.4% | -1% |
| 2 | 3% | 3 | -1% | 0.0% | 25% |
| 3 | -1% | -1 | -2% | -1.1% | 3% |
| 4 | 0% | -1 | 0% | 0.2% | -3% |
| 5 | -2% | -1 | -10%[0.46 µM] | -0.5% | -11% |
| 6 | -18% | -2 | 12% | -0.3% | 9% |
| 7 | ? | 0 | -3% | -0.7% | 17% |
| 8 | -1% | -2 | -3% | 0.0% | 11% |
| 9 | ? | -3 | -3% | -0.4% | 3% |
| 10 | ? | 0 | 5% | -0.4% | 13% |
| 11 | 3% | 1 | -2% | -0.5% | -16% |
| 12 | -3% | 3 | -2% | -0.1% | -3% |

Three structures already listed, arranged by length of the SMILES, smallest number first:
| No. | Compound | uPA surface inh | Giardia kill | GALK inh | USP2a block | KCNH2 3.1 block | hERG WT inh |
| --- | --- | --- | --- | --- | --- | --- | --- |
| 3 | O=C(O)c1ccc(NS(=O)(=O)c2cc(Cl)sc2Cl)cc1 | 3% | -3 | 0% | 0% | -4 | -15 |
| 8 | COc1ccc(C(=O)CSc2nnc(CNC(=O)c3ccccc3F)n2C)cc1OC | -1% | -13 | -1% | 4% | 6 | 0 |
| 2 | Cc1ccc(S(=O)(=O)Oc2ccc(/C=C(/NC(=O)c3ccccc3)C(=O)Nc3ccccc3)cc2)cc1 | 2% | -5 | 0% | 1% | -13 | 0 |

| No. | Chronic BCR inh | Coupling enz | PKM2 act | B2AR arrestin | Eya2 phos inh |
| --- | --- | --- | --- | --- | --- |
| 3 | -1% | -1 | -2% | -1.1% | 3% |
| 8 | -1% | -2 | -3% | 0.0% | 11% |
| 2 | 3% | 3 | -1% | 0.0% | 25% |

Random excerpt: two entries already listed, in no set order.
| No. | Compound | uPA surface inh | Giardia kill | GALK inh | USP2a block | KCNH2 3.1 block | hERG WT inh |
| --- | --- | --- | --- | --- | --- | --- | --- |
| 4 | Cc1nnc(NC(=O)CCn2c(=O)oc3ccccc32)s1 | 0% | 16 | -1% | 4% | -2 | -2 |
| 8 | COc1ccc(C(=O)CSc2nnc(CNC(=O)c3ccccc3F)n2C)cc1OC | -1% | -13 | -1% | 4% | 6 | 0 |

| No. | Chronic BCR inh | Coupling enz | PKM2 act | B2AR arrestin | Eya2 phos inh |
| --- | --- | --- | --- | --- | --- |
| 4 | 0% | -1 | 0% | 0.2% | -3% |
| 8 | -1% | -2 | -3% | 0.0% | 11% |

In the list so far, 2 have a halogen.
| No. | Compound | uPA surface inh | Giardia kill | GALK inh | USP2a block | KCNH2 3.1 block | hERG WT inh |
| --- | --- | --- | --- | --- | --- | --- | --- |
| 3 | O=C(O)c1ccc(NS(=O)(=O)c2cc(Cl)sc2Cl)cc1 | 3% | -3 | 0% | 0% | -4 | -15 |
| 8 | COc1ccc(C(=O)CSc2nnc(CNC(=O)c3ccccc3F)n2C)cc1OC | -1% | -13 | -1% | 4% | 6 | 0 |

| No. | Chronic BCR inh | Coupling enz | PKM2 act | B2AR arrestin | Eya2 phos inh |
| --- | --- | --- | --- | --- | --- |
| 3 | -1% | -1 | -2% | -1.1% | 3% |
| 8 | -1% | -2 | -3% | 0.0% | 11% |

Remaining list, next part
| No. | Compound | uPA surface inh | Giardia kill | GALK inh | USP2a block | KCNH2 3.1 block | hERG WT inh |
| --- | --- | --- | --- | --- | --- | --- | --- |
| 13 | COc1ccccc1CN(C(=O)CCl)C(C(=O)NC1CCCCC1)c1ccncc1 (configuration not stated) | 2% | -1 | 0% | 3% | 2 | -4 |
| 14 | OCCN(CCO)CC(O)COc1ccc(C23CC4CC(CC(C4)C2)C3)cc1 (configuration not stated) | -11% | 6 | 1% | -2% | -7 | -7 |
| 15 | NS(=O)(=O)c1ccc2c(c1)oc(=O)c1cc(S(N)(=O)=O)ccc12 | -1% | 6 | 4% | 1% | -20 | -1 |
| 16 | Cc1cc(C(=O)NC(C)C2CCCO2)c(C)o1 (configuration not stated) | 28% | 25 | 0% | 0% | 23 | -10 |
| 17 | CCCn1c(N)c(C(=O)CN(C)CC(=O)Nc2cc(C)ccc2C)c(=O)[nH]c1=O | 0% | -1 | . | 4% | -70* | -2 |
| 18 | Cc1cccn2c(=O)c3cc(C#N)c(=O)n(Cc4cccnc4)c3nc12 | 2% | -2 | 3% | 1% | 13 | 6 |
| 19 | COc1ccc(C(=O)Nc2nnc(CCS(=O)(=O)c3ccc(C)cc3)s2)cc1 | 4% | -9 | 0% | 1% | -5 | -12 |

| No. | Chronic BCR inh | Coupling enz | PKM2 act | B2AR arrestin | Eya2 phos inh |
| --- | --- | --- | --- | --- | --- |
| 13 | 3% | -11 | 2% | -0.6% | 2% |
| 14 | -8% | 5 | 2% | -0.6% | -2% |
| 15 | 19% | -4 | 0.35µM* | -0.2% | 3% |
| 16 | 3% | 2 | 0% | -0.3% | -6% |
| 17 | -5% | . | . | -0.2% | -19% |
| 18 | 4% | -1 | -9% | 0.3% | 0% |
| 19 | 2% | 0 | . | -0.1% | 8% |

From PubChem
